Screening results from PubChem BioAssay.
SSB-PriA inh: inhibitors of Klebsiella pneumoniae PriA binding to SSB C-terminal tail | AID 1272365 | actives 0.6% (n = 430,000) | AlphaScreen SSBct-PriA binding, biotinylated peptide | inhibition, % at 33 µM; in the data active = inhibition mostly above about 37%, no sharp cut-off; inactive = mostly below about 20%;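 note: plate controls were negative control peptide for no effect and reference peptide for full effect; strong numbers were not always called active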
Starred values were filed as active, the others as inactive; & = joins results of further samples. These rows are one share of the data; rates above refer to the full screens.

| Molecule | SSB-PriA inh |
| --- | --- |
| COc1ccc2c(CC(=O)Nc3ccccc3-c3ccccc3)cc(=O)oc2c1 | 1 |
| CC(C)C1NC(=O)CNC1=O (stereo not given) | -12 |
| O=C(NCC(=O)N1CCC(c2cc(C(=O)Nc3ccccc3F)n[nH]2)CC1)c1ccccc1 | -6 |
| NS(=O)(=O)N1CCNC(=O)C1 | -12 |
| CCOC(=O)c1ccc(NS(=O)(=O)c2cc(CC)ccc2CC)cc1 | 2 |
| COc1ccccc1-c1cc2c(SCC(=O)Nc3c(C)cc(C)cc3C)nccn2n1 | -22 |
| O=C1C[C@H](CNS(=O)(=O)c2ccc(Br)cc2)CN1c1ccc(F)cc1 | 0 |
| CCCCCCn1c(C)nc2c(c1=O)c1nc3ccccc3nc1n2N=Cc1ccco1 | 2 |
| O=C(NCC1CCN(S(=O)(=O)c2cccnc2)CC1)c1csc(-c2ccccc2)n1 | -4 |
| COc1ccc(CC(=O)N(Cc2ccco2)c2nc3c(Cl)cccc3s2)cc1 | -4 |
| CSc1cccc(NC(=O)Cn2c(C)nc(C(C)(C)C)cc2=O)c1 | -1 |
| Cn1nc(CNC(=O)Cc2ccccc2Cl)cc1-c1ccncc1 | 0 |
| Cc1c(O)ccc(C(Cc2ccc3ccccc3n2)=NN)c1O | 1 |
| O=C(NCc1cccs1)C(=O)NCc1ccccc1Cl | -10 |
| O=C1NCCN1C(=O)N1CCC[C@H](Cc2nc(-c3ccsc3)no2)C1 | -1 |
| Cc1cc(C)n(-c2ccc(C(=O)N[C@@H](C)CCc3ccccc3)cn2)n1 | -23 |
| O=C(CSc1nnc2scc(-c3ccc(Cl)cc3)n12)c1ccc2c(c1)OCCO2 | 2 |
| Cc1nc(N2CCN(C)CC2)nc(C)c1NC(=O)Nc1ccccc1F | -3 |
| CCSc1nc(NC(C)C)c2cnn(CCN)c2n1 | 9 |
| N#Cc1ccc(C(=O)NCC2CCN(Cc3ccco3)CC2)cc1 | -2 |
| O=C(NCC1CC(=O)N(c2ccc(F)cc2)C1)c1ccc(Cl)cc1Cl (stereo not given) | 3 |
| CC(=O)c1ccc(NS(=O)(=O)c2ccc(-c3ccc(C)cc3)cc2)cc1 | -9&-5 |
| CN(C)c1ccc(C=NNC(=O)CNC(=O)c2ccncc2)cc1 | -8 |
| CCc1ccc(CNC(=O)c2sccc2S(=O)(=O)N2CCN(c3cc(C)ccc3C)CC2)cc1 | 1 |
| O=C(CCCn1nc(-c2ccco2)ccc1=O)NCc1ccc(F)cc1 | -8&-2 |
| Cc1ccc(C(=O)Nc2ccc(S(C)(=O)=O)cc2)cc1S(=O)(=O)N1CCOCC1 | 4 |
| O=C(NC[C@@H](c1ccco1)N1CCN(c2ccc(F)cc2)CC1)c1ccco1 | -18 |
| COc1ccc(SCC2CCN(C(=O)c3cccc(N(C)C)c3)CC2)cc1 | 42* |
| COc1cc(C=NNC(=O)c2csc3c2CCCC3)ccc1OCCN1CCOCC1 | -10 |
| O=S(=O)(NCCc1csc(-c2ccc(Cl)cc2)n1)c1ccc2c(c1)OCCO2 | -8 |

Next section (3 carried over from the part before).
| Molecule | SSB-PriA inh |
| --- | --- |
| COc1ccc(SCC2CCN(C(=O)c3cccc(N(C)C)c3)CC2)cc1 | 42* |
| COc1cc(C=NNC(=O)c2csc3c2CCCC3)ccc1OCCN1CCOCC1 | -10 |
| O=S(=O)(NCCc1csc(-c2ccc(Cl)cc2)n1)c1ccc2c(c1)OCCO2 | -8 |
| Cn1c(C2CCCN(S(C)(=O)=O)C2)nn(CC(=O)NCc2ccc3c(c2)OCO3)c1=O (stereo not given) | -16 |
| O=C(N/N=C\c1cc2ccccc2nc1Cl)c1ccc(Br)cc1 | 3 |
| Brc1cccc(-n2nnnc2-c2ccc3ccccc3n2)c1 | -36 |
| CSc1ncccc1C(=O)NCC1CCN(C(=O)Oc2ccccc2)CC1 | -12 |
| Cc1cc(=O)n2c(Nc3ccccc3)n[nH]c2n1 | 5 |
| COc1ccc2c(=O)c(Oc3ccccc3F)c(C)oc2c1 | -18 |
| COC(=O)c1ccc2c(=O)n(CC(=O)NCc3ccccc3Cl)c(=S)[nH]c2c1 | -11 |
| O=C(CCC(=O)Nc1cccc([N+](=O)[O-])c1)NN=Cc1cccs1 | -3 |
| CC(C)C(=O)NCC(c1ccc2c(c1)OCO2)N1CCN(c2ccc(F)cc2)CC1 (stereo not given) | -5 |
| CCOc1ccccc1N1C(=O)/C(=C/C=C/c2ccco2)SC1=S | 23 |
| O=C(O)CC(NS(=O)(=O)c1cc([N+](=O)[O-])ccc1Cl)c1ccccc1 (stereo not given) | -10 |
| O=C(NCc1ccccc1C(F)(F)F)c1nnn(Cc2ccccc2)c1-c1ccncc1 | -6 |
| O=C(CSc1ccc(-c2ccncc2)nn1)Nc1cccc(F)c1 | 4 |
| CC(Oc1ccccc1F)C(=O)NCCOc1ccc2nnc(-c3ccccc3)n2n1 (stereo not given) | -3 |
| O=C(CN1CC(c2nc(-c3ccsc3)no2)C1)N1CCCc2ccccc21 | 10 |
| CCOC(=O)c1oc2cc(OC)c(CC)cc2c(=O)c1-c1csc(-c2ccccc2)n1 | -7 |
| COc1ccc(C=NNC(=O)c2c(C)n(C)c3ccc(OC)cc23)c(OC)c1 | -7 |
| COc1ccc(Cn2c(-c3cccs3)nc3c(c(=O)c4ccccc4n3C)c2=O)cc1 | -4&2 |
| O=C(Nc1nnc2n1CCS2)C1(c2ccc(Cl)cc2)CCCC1 | 13 |
| Cc1c(C)n2c3c(=O)[nH]c(=O)n(C)c3nc2n1CCN1CCN(c2cccc(Cl)c2)CC1 | -6 |
| CCOc1ncccc1C(=O)N1CCCCC1c1cc(C(N)=O)n[nH]1 (stereo not given) | -16 |
| CC(C)c1n[nH]c(=S)c2c1cnn2-c1ccccc1 | 13 |
| O=C(c1nc2ccccc2s1)N1CCC(c2cccs2)CC1 | -40 |
| CCC(C)NCC(O)COCCOc1ccc(F)cc1 (stereo not given) | -3 |
| O=S(=O)(NCC1CCN(c2ncccn2)CC1)c1ccc(N2CCCCS2(=O)=O)cc1 | -32 |
| CCOC(=O)c1ccc2nc(NC(=O)Cc3ccc(OCC)cc3)sc2c1 | -20 |
| Cc1cc(C)nc(SCc2cc(=O)c(OC(=O)c3cc4ccccc4oc3=O)co2)n1 | -2 |
| CC(=O)Nc1cccc(NC(=O)CSc2nc(CC(=O)Nc3ccccc3C(N)=O)cs2)c1 | -11 |
| Cc1nc2nc(C(C)C)[nH]c2cc1N | -5 |
| CC(=O)c1ccc(NC(=O)CSc2nc3c(-c4ccccc4)c[nH]c3c(=O)n2C2CC2)cc1 | -12 |
| CSc1cccc(NC(=O)C(=O)NCCN2CCC(O)CC2)c1 | -5 |
| CCCS(=O)(=O)N1CCc2ccc(NC(=O)c3ccccc3)cc2C1 | 0 |
| N#Cc1c(N=Cc2ccccc2)oc(-c2ccccc2)c1-c1ccccc1 | 14 |
| CC(O)(CNC(=O)CSc1ccc(F)cc1)Cc1ccco1 (stereo not given) | -2 |
| CSc1cccc(NC(=O)Cn2cnc3c(-c4ccccc4)csc3c2=O)c1 | 1 |
| O=C(COc1ccccc1F)N1CC(Oc2nccs2)C1 | 3 |
| Cn1c(=O)c2ccc(C(=O)NC3CCCCC3)cc2n2c(=O)n(Cc3ccccc3Cl)nc12 | -13 |
| CC[C@@H](C(=O)NCc1nn(C2CCCC2)c2c1COCC2)c1ccccc1 | -8 |
| CCS(=O)(=O)N1CCC(c2nnc(-c3ccco3)o2)CC1 | -7 |
| O=c1c2cnn(C3CCS(=O)(=O)C3)c2ncn1Cc1c(F)cccc1Cl (stereo not given) | -11 |
| O=C1CC(c2nc(-c3ccccc3)no2)CN1Cc1cccs1 (stereo not given) | 4 |
| CCC(C(=O)Nc1ccc(S(=O)(=O)N2CCN(c3cnccn3)CC2)cc1)c1ccccc1 (stereo not given) | -34 |
| Cn1ncc2c(NCCO)nc(N3CCN(c4cccc(Cl)c4)CC3)nc21 | 14 |
| CC1(C)CC(=O)c2c(nc(SCC(=O)Nc3ccc(S(N)(=O)=O)cc3)c(C#N)c2-c2ccccc2)C1 | -10&3 |
| O=S(=O)(NCC1(c2cccs2)CCCC1)c1cccc(F)c1 | -30 |

In another format: results already given
N#Cc1c(N=Cc2ccccc2)oc(-c2ccccc2)c1-c1ccccc1
  SSB-PriA inh: 14

CC(O)(CNC(=O)CSc1ccc(F)cc1)Cc1ccco1 (stereo not given)
  SSB-PriA inh: -2

CSc1cccc(NC(=O)Cn2cnc3c(-c4ccccc4)csc3c2=O)c1
  SSB-PriA inh: 1

Following part:
| Molecule | SSB-PriA inh |
| --- | --- |
| O=C(NCCCCN1CCCC1)c1ccncc1 | 16 |
| O=C(CSc1nc(=O)[nH]c2c1CCCC2)c1ccc(Cl)cc1 | -22&1 |
| O=C(CCCSc1ccc(F)cc1)Nc1nc(-c2ccccn2)cs1 | 11 |
| O=C(O)c1cc(C(=O)O)cc(-c2ccc(C=c3sc4nc5ccccc5n4c3=O)o2)c1 | -4 |
| C[C@@](O)(CNC(=O)c1cccc2ccccc12)Cc1ccco1 | -1 |
| CCNC(=O)COc1ccc(C=NNC(=O)c2cccnc2)cc1OC | -1 |
| CCOc1ccccc1C=NNC(=O)c1c(C)nc2ccc(Br)cn12 | -9 |
| N#Cc1c(-c2ccco2)nc(N2CCCCC2)[nH]c1=O | -7 |
| CC(=O)Nc1ccc(S(=O)(=O)Nc2ccc3c(c2)N(CCC(C)C)C(=O)C(C)(C)CO3)cc1 | 12 |
| O=C(CCc1csc(NC(=O)c2ccc[nH]c2=O)n1)NCCc1ccc(Cl)cc1 | -8 |
| CC1Oc2ccc(NC(=O)Cc3csc(-n4cccc4)n3)cc2NC1=O (stereo not given) | -11 |
| CCNC(=O)c1csc(N)n1 | 13 |
| CCCS(=O)(=O)NC[C@H](OC)c1ccccc1C | -7 |
| O=C(Cc1csc(N2CCOCC2)n1)NN=Cc1ccc(O)c(O)c1O | 4 |
| O=C(NN=Cc1ccc(CN(Cc2ccc(Cl)cc2)S(=O)(=O)c2ccccc2)o1)C(=O)Nc1ccc(F)cc1 | -4 |

Compounds above that have a nitro group on carbon, in the order listed:
| Molecule | SSB-PriA inh |
| --- | --- |
| O=C(CCC(=O)Nc1cccc([N+](=O)[O-])c1)NN=Cc1cccs1 | -3 |
| O=C(O)CC(NS(=O)(=O)c1cc([N+](=O)[O-])ccc1Cl)c1ccccc1 (stereo not given) | -10 |

More entries.
| Molecule | SSB-PriA inh |
| --- | --- |
| CCS(=O)(=O)N1CCc2ccc(NC(=O)c3ccc4c(c3)OCO4)cc2C1 | -8 |
| CCOc1cn2c(cc1=O)C(=O)N(CCNC(=O)c1ccccc1F)CC2 | -10&-4 |
| N#C/C(C(=O)NCc1ccccc1)=C1/SC(CCO)C(=O)N1c1ccccc1 (stereo not given) | -10&-1 |
| O=C(CNS(=O)(=O)c1cccc2ccccc12)N1CCOC(c2ccccc2)C1 (stereo not given) | -3 |
| CC(C)N(C(=O)CSc1nc2sc3c(c2c(=O)n1/N=C\c1ccc(F)cc1)CCCC3)c1ccccc1 | 4 |
| CCc1nc(SCC(=O)NCc2ccco2)c2c3c(sc2n1)CCC3 | -1 |
| CC(=O)Nc1ccc(NC(=O)C(C)Sc2nnnn2-c2cccc(C)c2)cc1 (stereo not given) | 2 |
| Cc1cc(C(=O)N2CCOCC2)nn1CC(=O)NCc1cccs1 | -8 |
| CN(C)S(=O)(=O)c1ccc(C(=O)Nc2ccccc2Cc2nc(C3CC3)no2)cc1 | -10 |
| O=C(NC(Nc1cccc(C(F)(F)F)c1)C(Cl)(Cl)Cl)c1cccc(Cl)c1 (stereo not given) | -13 |
| O=C(Nc1ccc2c(c1)N(S(=O)(=O)c1ccc(F)cc1)CCC2)c1nc2ccccc2s1 | -9 |
| COc1ccc(/C=C/C(=O)Nc2ccccc2C(=O)NCc2ccco2)cc1OC | 18 |
| O=C(NCc1ccnc(-c2ccsc2)c1)c1cccc(Cl)c1 | -7 |
| COc1ccc(OC)c(-c2cc(C(=O)NCc3cc(-c4cccs4)n(C4CCCC4)n3)n(C)n2)c1 | -20 |
| Cc1cccc(NC(=O)C(=O)Nc2nc3ccccc3s2)c1C | 3 |
| O=C(Nc1nnc(CSc2ccccc2)o1)C1CCCN(S(=O)(=O)c2ccc(F)cc2)C1 (stereo not given) | 19 |
| CN1C(=O)N(C)C2(c3ccccc3)Nn3c(sc(=Cc4ccco4)c3=O)=NC12c1ccccc1 (stereo not given) | 6 |
| O=C(NCCc1csc(-n2cccn2)n1)[C@H]1CC(=O)N(c2ccc(F)cc2)C1 | -13 |
| Cc1cc(S(=O)(=O)Nc2ccc3c(c2)CN(C(=O)c2ccco2)CC3)ccc1F | 4 |
| Cc1cc(-c2ccccc2)nc2cc(-c3nc(-c4ccc5c(c4)OCO5)no3)nn12 | -7&-3 |
| Cc1ccc(NC(=O)CSc2nc(=O)n(Cc3cccs3)c3c2CCC3)cc1F | -11 |
| CS(=O)(=O)N1CCN(C(=O)N2CCCC[C@H](c3ccc(F)cc3)C2)C1=O | -3 |
| Cc1ccc(N)cc1S(N)(=O)=O | -14 |
| CN(c1ncnc2nc[nH]c12)C1CCCCC1 | 7 |
| O=C(NCCc1ncc(-c2cccs2)[nH]1)C1(c2ccccc2)CCOCC1 | -5 |
| COc1ccc(-c2c3c(nc4sc(C(=O)NCC5CCCO5)c(N)c24)CC(C)(C)CC3=O)cc1 (stereo not given) | -2 |
| CCOc1cc(C=NO)ccc1OCC(=O)Nc1cccc(C)c1 | 1 |
| CCc1ccc(S(=O)(=O)N2CCN(c3ccc4nnc(C5CC5)n4n3)CC2)s1 | 0 |
| COC(C)(CNC(=O)N1CCNC1=O)c1ccccc1F (stereo not given) | -28 |
| Cc1nc2sc(C)c(C)n2c(=O)c1NC(=O)C1CCCO1 (stereo not given) | -5 |
| O=C(Cc1ccccc1)Nc1nc2c(Cl)ccc(Cl)c2s1 | -25&-2 |
| COc1ccc(S(=O)(=O)N(C)CCCl)cc1C(=O)NC1CCS(=O)(=O)C1 (stereo not given) | 4 |
| O=C(Nc1nc(C(=O)NCC(F)(F)F)co1)c1ccsc1 | -2 |
| CCOc1cc(-c2nnc(NC(=O)COc3ccc(Cl)cc3Cl)o2)cc(OCC)c1OCC | -7&4 |
| C=C(C)C1CC=C(C)C(=NNC(=O)c2ccc(NC(=O)CCC)cc2)C1 (stereo not given) | -8 |
| O=C(NC[C@@H](c1cccc2ccccc12)N1CCCC1)Nc1ccccc1 | 8 |
| O=C(NCCN1CCOCC1)c1ccc(N2CCCCS2(=O)=O)cc1 | -9 |
